HCV inh: inhibitors of hepatitis C virus infection. Huh7.5.1 HCVcc-Cre infection, luciferase reporter, 44 h. Potency, µM (top dose mostly 41.8 µM), inactives show top-dose activity change, negative = inhibition, hits mostly inhibitors. hit rate 3.4% among 340,000. AID 651820; note: potency is the fitted concentration of half-maximal effect
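Infectious HCV cell culture screen: compound-treated cells (1,000/well, pre-plated 4 h) are infected with HCVcc-Cre at roughly 0.5 moi and grown 44 h. Infection is quantified by luciferase signal after 15 min substrate incubation at room temperature.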
AmpC no deterg: AmpC beta-lactamase inhibition without detergent | AID 485341 | Potency, µM (titrated, usually from 57.1 µM), for the others: top-dose activity change, negative = inhibition, actives largely listed as inhibitors | P00811 | hit rate 0.52% among 330,000 | AmpC nitrocefin hydrolysis, absorbance 480 nm, 0.0001% Triton;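 note: potency is the fitted concentration of half-maximal effect; plate controls were no compound for no effect and no enzyme for full effect; nearly all actives have a fitted effect of over 20% in size; some results filed as inactive show a strong effect at the top dose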
Target sequence (P00811 whole entry, looked up): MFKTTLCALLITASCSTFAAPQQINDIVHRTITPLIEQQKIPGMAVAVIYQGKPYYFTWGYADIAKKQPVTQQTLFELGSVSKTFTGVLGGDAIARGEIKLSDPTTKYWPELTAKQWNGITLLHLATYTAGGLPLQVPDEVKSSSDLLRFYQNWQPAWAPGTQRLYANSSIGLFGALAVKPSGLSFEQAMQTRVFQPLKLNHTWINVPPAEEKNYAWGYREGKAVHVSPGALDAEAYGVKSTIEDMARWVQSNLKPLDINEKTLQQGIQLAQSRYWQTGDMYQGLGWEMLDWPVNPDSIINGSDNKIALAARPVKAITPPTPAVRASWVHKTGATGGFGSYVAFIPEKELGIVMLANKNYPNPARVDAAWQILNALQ
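AmpC (5.3 nM in the dispensed reagent) in 20 mM phosphate pH 7.0 with 0.01% (detergent screen) or 0.0001% Triton X-100 was preincubated with compounds for 15 min at room temperature. Nitrocefin was then added from an 800 uM solution, and hydrolysis was followed at 480 nm.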
FBPA Giardia inh: inhibitors of Giardia lamblia fructose-1,6-bisphosphate aldolase. A8B2U2. purified Giardia FBPA. Potency, µM (doses to about 59.6 µM), inactives show at the top dose activity, negative = inhibition, usual class: inhibitors. hit rate 0.71% among 290,000. AID 2451; note: potency is the fitted concentration of half-maximal effect; nearly all actives have a fitted effect of over 55% in size
Target sequence (A8B2U2 whole entry, looked up): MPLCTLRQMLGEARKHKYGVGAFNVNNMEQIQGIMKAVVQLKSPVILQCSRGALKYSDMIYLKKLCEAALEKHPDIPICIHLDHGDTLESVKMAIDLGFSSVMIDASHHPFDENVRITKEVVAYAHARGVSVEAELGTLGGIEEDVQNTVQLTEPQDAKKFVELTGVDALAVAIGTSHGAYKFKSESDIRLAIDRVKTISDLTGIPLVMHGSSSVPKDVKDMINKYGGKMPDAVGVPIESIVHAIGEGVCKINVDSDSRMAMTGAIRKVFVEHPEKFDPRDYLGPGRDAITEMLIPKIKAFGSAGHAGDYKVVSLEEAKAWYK
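40 nM FBPA preincubated 10 min at RT with compound (up to 57.5 uM final), then substrate plus GAPDH/TPI/NAD/arsenate coupling and diaphorase/resazurin added. Fluorescence read after 20 min at RT, 525/598 nm.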
AmpC inh detg: inhibitors of E. coli AmpC beta-lactamase with detergent. Potency, µM (top dose mostly 114 µM), inactives show top-dose activity change, negative = inhibition, actives largely listed as inhibitors. AmpC hydrolysis of nitrocefin, absorbance 480 nm, 0.01% Triton. hit rate 0.041% among 370,000. P00811;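 note: potency is the fitted concentration of half-maximal effect; 0% = no-compound wells and -100% = no-enzyme wells; nearly all actives have a fitted effect of over 25% in size; some results filed as inactive show a strong effect at the top dose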
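20 mM phosphate pH 7.0 + 0.01% (detergent screen) or 0.0001% Triton X-100; 5.3 nM AmpC reagent; cpd preinc 15 min RT; nitrocefin (800 uM stock) to start; A480 q20 s × 4 min; Activity was normalised to no-enzyme and no-compound control wells.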
HCMV antiviral: inhibitors of human cytomegalovirus | activity change, negative = inhibition, % at 57.5 µM | HFF cells, HCMV-luciferase reporter, 72 h; active compounds read low | hit rate 4.5% among 410,000 | AID 1259415; in the data active = activity change below about -60%; inconclusive = no clear call, values can overlap the other calls; inactive = above about -39%
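Screen run at 2 compound doses on HFFs infected with reporter HCMV, MOI 1 PFU/cell. Luciferase activity from cell lysates at 72 h post infection gave inhibition relative to buffer-only and Salinomycin wells.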
Sm TGR block: inhibitors of Schistosoma mansoni thioredoxin glutathione reductase; purified TGR, DTNB reduction, TNB absorbance 405 nm; Potency, µM (series often up to 114 µM), inactives show top-dose activity change, negative = inhibition, hits mostly inhibitors; hit rate 3% among 360,000; AID 485364; note: potency is the fitted concentration of half-maximal effect; nearly all actives have a fitted effect of over 60% in size
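TGR 20 nM + NADPH 100 uM (dispensed conc.), cpd preinc 15 min RT; start with NADPH (500 uM addition) then DTNB (15 mM addition). Kinetic TNB absorbance, 405 nm filter. Four-parameter Hill fit across titration.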
Numbers without * were called inactive; ? = inconclusive; / = not tested or not shown; & = joins results of further samples; [ ] = another dose, or the depositor's remark. Unless noted, calls come from the whole dose curve; as a rule, active = well fitted curve in the direction sought with a large enough effect; inconclusive = small, poorly fitted or top-dose-only effect, or another doubt; inactive = no such curve, though single readings can be large; an effect the other way counts as inactive or inconclusive. Unless noted, % is set by controls: 0 for no effect and ±100 for the full control effect.

mol,HCV inh,AmpC no deterg,FBPA Giardia inh,AmpC inh detg,HCMV antiviral,Sm TGR block
O=C(NCc1ccc(F)cc1)c1ccc(Br)o1,0%,-28%,4%,-5%,-15,-8%
COc1ccc(C)cc1NC(=O)CSc1nnc(-c2ccc(OC)c(OC)c2)n1N,-3%,19%,2%,-7%,26,-1%
Cc1noc(C)c1CN1C(=O)c2ccccc2C1=O,13%,-7%,/,5%,-24,-30%
COc1ccc(-c2nnc(SC(C)C(=O)Nc3nccs3)n2-c2ccccc2)cc1OC (stereo unspecified),-17%&0%,24%,-6%,-1%,-9,0%
Cc1ccc(C2OC34CCCCCC3C(C#N)(C(=N)O4)C2(C#N)C#N)cc1 (stereo unspecified),-1%,-16%,-19%,?,-3,?
Cc1ccc(C)c(C(=O)COC(=O)CCCC(=O)Nc2cc(C(F)(F)F)ccc2Cl)c1,9%,14%,-4%,12%&-15%,2&-15,3%&-2%
COc1cccc(OC)c1C(=O)Nn1c(-c2cccc(C)c2)nc2ccccc2c1=O,-27%,-2%,3%,2%,-26,-3%
Cc1cccc(Nc2nc(NCCCN3CCOCC3)nc(N)c2[N+](=O)[O-])c1,?,199%[activator],4%,-9%,?,2%
Cc1cc(Cl)nc(-c2ccccc2O)n1,3%,-22%,5%,3%,-32,-12%
O=C(NCCCN1CCOCC1)c1ccc2c(c1)N(Cc1cccc(Cl)c1)C(=O)c1ccccc1S2=O (stereo unspecified),?,157%[activator],10%,-6%,?,-7%
CCOc1ccc(NC(=O)C2CC(=O)NC(=Nc3ccc(Cl)c(Cl)c3)S2)cc1 (stereo unspecified),/,/,/,17%,-11,1%
O=C(c1cccc(S(=O)(=O)N2CCc3ccccc32)c1)N1CCN(c2ccccc2)CC1,10µM*,25%,/,-7%,?,40µM*
Cc1cccc(OCCCSc2nc3ccccc3[nH]2)c1,-7%,-42%,-3%,-2%,-32,7%
O=C(Nc1nc(-c2ccccc2)cs1)c1ccc(N2CCOCC2)c([N+](=O)[O-])c1,3.5µM*,-5%,-6%,-4%,/,-2%
O=C(C(=O)N1CCCc2ccccc21)c1c[nH]c2ccccc12,11%,-40%,-20%,-11%,79,-5%

Additional results:
mol,HCV inh,AmpC no deterg,FBPA Giardia inh,AmpC inh detg,HCMV antiviral,Sm TGR block
Cc1cccc(OCC(=O)NCc2ccc(F)cc2)c1,10%,-7%,-4%,?,9,-7%
Cc1ccc(OCCCN2CCOCC2)c([N+](=O)[O-])c1,6%,-3%,-22%,-11%,190,2%
COC(=O)CN1C(=O)N/C(=C/c2cc3c(cc2OC)OCO3)C1=O,12%,5%,0%,3%,16,-11%
O=C(COC(=O)c1cnccn1)NCCc1ccc(Cl)cc1Cl,-9%,-22%,5%,1%,-7,0%
CCOC(=O)N1CCN(C(=O)CSc2nnc(-c3cccs3)o2)CC1,11%,-6%,2%,?,-2,0%
O=c1c2ccccc2nc(-c2ccccc2)n1-n1cccc1,17%,-22%,16%,-16%,-6,-4%
O=C(Cn1c(=O)sc2ccccc21)NCc1ccccn1,5%,45µM*,1%,?,74,-1%
COc1ccc(-c2c(C#N)c(N)nc3c2c(=O)n(C)c(=O)n3C)cc1,1%,-10%,-4%,?,-15,-23%
Cc1ccccc1C(=O)N[C@H](C(=O)Nc1ccc(Cl)c(Cl)c1)C(C)C,-3%,-19%,4%,?,-27,0%
Cc1ccc(CNc2cnn(C34CC5CC(CC(C5)C3)C4)c(=O)c2Cl)cc1,-10%,-3%,-3%,9%,-24,?
CCOCc1[nH]c(=S)[nH]c(=O)c1Cc1ccc(OC(C)C)cc1,3%,-33%,-4%,-1%,-1,31%
CCOC(=O)C1=C(c2ccccc2)N=c2s/c(=C\c3ccco3)c(=O)n2C1c1cccs1 (stereo unspecified),-20%,13µM*,?,0%,-1,?
CCc1ccc(C2c3c(oc4ccc(F)cc4c3=O)C(=O)N2c2nc(C)c(C(=O)OC)s2)cc1 (stereo unspecified),/,/,/,22%,-5,-5%
CCn1c(COc2ccc(Cl)cc2)nnc1SC1CCc2ccccc2C1=O (stereo unspecified),?,-29%,-25%,-17%,-20,-27%
CCCc1cc(C(=O)OC)c(NC(=O)c2cc(C)on2)s1,?,-17%,9%,-6%,-4,-19%

Twelve of these compounds in another layout:
Below each SMILES – HCV inh | AmpC no deterg | FBPA Giardia inh | AmpC inh detg | HCMV antiviral | Sm TGR block
- O=C(COC(=O)c1cnccn1)NCCc1ccc(Cl)cc1Cl
    -9% | -22% | 5% | 1% | -7 | 0%
- CCOC(=O)N1CCN(C(=O)CSc2nnc(-c3cccs3)o2)CC1
    11% | -6% | 2% | ? | -2 | 0%
- O=c1c2ccccc2nc(-c2ccccc2)n1-n1cccc1
    17% | -22% | 16% | -16% | -6 | -4%
- O=C(Cn1c(=O)sc2ccccc21)NCc1ccccn1
    5% | 45µM* | 1% | ? | 74 | -1%
- COc1ccc(-c2c(C#N)c(N)nc3c2c(=O)n(C)c(=O)n3C)cc1
    1% | -10% | -4% | ? | -15 | -23%
- Cc1ccccc1C(=O)N[C@H](C(=O)Nc1ccc(Cl)c(Cl)c1)C(C)C
    -3% | -19% | 4% | ? | -27 | 0%
- Cc1ccc(CNc2cnn(C34CC5CC(CC(C5)C3)C4)c(=O)c2Cl)cc1
    -10% | -3% | -3% | 9% | -24 | ?
- CCOCc1[nH]c(=S)[nH]c(=O)c1Cc1ccc(OC(C)C)cc1
    3% | -33% | -4% | -1% | -1 | 31%
- CCOC(=O)C1=C(c2ccccc2)N=c2s/c(=C\c3ccco3)c(=O)n2C1c1cccs1 (stereo unspecified)
    -20% | 13µM* | ? | 0% | -1 | ?
- CCc1ccc(C2c3c(oc4ccc(F)cc4c3=O)C(=O)N2c2nc(C)c(C(=O)OC)s2)cc1 (stereo unspecified)
    / | / | / | 22% | -5 | -5%
- CCn1c(COc2ccc(Cl)cc2)nnc1SC1CCc2ccccc2C1=O (stereo unspecified)
    ? | -29% | -25% | -17% | -20 | -27%
- CCCc1cc(C(=O)OC)c(NC(=O)c2cc(C)on2)s1
    ? | -17% | 9% | -6% | -4 | -19%

Remaining list, next part.
mol,HCV inh,AmpC no deterg,FBPA Giardia inh,AmpC inh detg,HCMV antiviral,Sm TGR block
CCCN1C(=O)/C(=C\C=C2/Sc3ccccc3N2CCO)SC1=S,-12%,-23%,-5%,2%,-35,-5%
Cc1ccc(C(=O)OC2OC(=O)C(Cl)=C2N2CCOCC2)cc1 (stereo unspecified),12%,-49%,4%,11µM*,-7,5%
COc1ccc(S(=O)(=O)N2CCN(C(=O)c3ccc(NC(C)=O)cc3)CC2)cc1,8%,-6%,/,-8%,32,?
O=C(Nc1nnc(C2CC2)s1)c1cc(Cl)sc1Cl,3%,-23%,/,7%,31,1%
COc1cccc(C(=O)NNC(=O)C2CCCO2)c1 (stereo unspecified),6%,-2%,2%,-5%,63,18%
COCc1c(C(=O)OCC(=O)N(C)C2CCS(=O)(=O)C2)oc2ccccc12 (stereo unspecified),9%,-9%,/,0%,25,-2%
O=C(Nc1ccc2c(c1)OCCO2)c1cccn(Cc2cccc(F)c2)c1=O,/,/,/,3%,26,2%
Nc1nncn1C(=O)CCCOc1ccc(Cl)cc1Cl,2%,20%,2%,?,2,-6%
O=C(c1ccc(CS(=O)c2ccc(F)cc2)o1)N1CCN(C2CCCCC2)CC1 (stereo unspecified),3%,-1%,14%,4%,-8,0%
Cc1ccc(N(C(=O)c2snc(C(N)=O)c2N)C(CC(C)C)C(=O)NC2CCCC2)cc1 (stereo unspecified),0%,-40%,-6%,-6%,-19,8%
CC1(C)Cc2c(C#N)c(NCCN3CCOCC3)nc(-c3ccco3)c2CO1,?,129%[activator],-6%,?,3,35µM*
CN(Cc1ccccc1)C(=C(Cl)Cl)/C(=C1/NCCN1C)[N+](=O)[O-],5%,-8%,-13%,9%,-6,-16%
COc1ccc(C(=O)CNc2ccccc2CO)cc1,5%,-17%,-9%,4%,8,6%
CCOc1ccc(C(=O)Nc2c(C(N)=O)oc3ccccc23)cc1,?,-29%,13%,2%,22,-12%
Cc1cccc(N2C(=O)C3C4CC(C(Br)C4Br)C3C2=O)n1 (stereo unspecified),23%,-10%,2%,?,-19,12%

Carrying on:
mol,HCV inh,AmpC no deterg,FBPA Giardia inh,AmpC inh detg,HCMV antiviral,Sm TGR block
COc1ccc(-c2cc(C(=O)NCC3CCCO3)c3cc(C)ccc3n2)cc1 (stereo unspecified),-7%,14%,-3%,-1%,9,/
c1ccc(CSc2n[nH]c(-c3ccco3)n2)cc1,-8%,-10%,-26%,?,-13,-22%
Cc1ccc(C(=O)N2CCN(S(=O)(=O)c3ccccc3)CC2)cc1,12%,1%,0%,0%,67,-3%
CCOC(=O)c1cc2c(ccn2C)n1CC(=O)N1CCC(C)CC1,?,-8%,-28%,1%,-18,11%
CC(C)c1ccc(NC(=O)C2CCCN(S(=O)(=O)c3cccc4nsnc34)C2)cc1 (stereo unspecified),/,/,/,4%,-20,18%
O=S(=O)(NCc1ccc(Cl)cc1)c1ccc(Cl)nc1,-14%,-14%,3%,-1%,-12,10%
CCOc1cc(C(=O)NC(C)Cc2cccs2)cc(OCC)c1OCC (stereo unspecified),-27%,-11%,4%,8%,33,17%
CC(=O)N1CCc2ccccc2C1CC(=O)O (stereo unspecified),14%,-6%[2.29 µM],3%,-7%,52,-2%
COc1ccccc1NC(=O)CSc1nn2c(=O)c(C)nnc2s1,10%,-17%,/,7%,-27,1%
CCOCCCn1c(SCC(=O)Nc2ccc(OC)cc2)nc2ccccc2c1=O,-10%,44%,6%,8%,5,75%[activator]
COc1ccc2nc(NC(=O)c3nc(SCc4ccc(F)cc4)ncc3Cl)sc2c1,/,/,/,16%,3,0%
Cc1cc(C(=O)NC(C)C2CCCO2)c(C)o1 (stereo unspecified),2%,1%,0%,0%,49,2%
O=c1c2ccccc2nc(-c2ccco2)n1/N=C/c1ccccc1O,4%,-20%,-6%,?,?,-19%
CCCN(CCC)S(=O)(=O)c1ccc(NS(C)(=O)=O)cc1,5%,-18%,7%,-5%,-1,3%
Cc1onc(-c2ccccc2Cl)c1C(=O)N1CCN(c2ccccc2)CC1,1%,8%,6%,?,1,5%

Next section
mol,HCV inh,AmpC no deterg,FBPA Giardia inh,AmpC inh detg,HCMV antiviral,Sm TGR block
CN(C)S(=O)(=O)c1ccc(C(=O)OCC2CC2(Cl)Cl)cc1 (stereo unspecified),15%,-1%,-3%,2%,-40,-8%
COC(=O)[C@]1(C)N[C@H](c2ccc(-c3ccc(F)cc3)cc2)[C@@H]2C(=O)N(C)C(=O)[C@@H]21,-12%,117%[activator],/,?,9,-7%
O=C(Cc1cccs1)N1CCN(c2cccc(Cl)c2)CC1,15%,-6%,1%,-1%,-13,-2%
Cc1nnc(N/N=C/c2c(Cl)cccc2Cl)n1N,?,-17%,22µM*,-1%,-17,/
